pPAFAH FP inh: pPAFAH (human) enzyme inhibition | Q13093 | recombinant pPAFAH, FP-rhodamine probe fluorescence polarization | inhibition, % at 3.39 µM | 1.5% of 330,000 active | AID 463082;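 active means inhibition above the mean inhibition across the screen plus 3 SD, cut at about 25% in these data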;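 further: inhibitors block binding of the rhodamine activity-based probe so polarization drops; 0% = enzyme with DMSO and 100% = wells lacking pPAFAH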
PREPL inh: inhibitors of human prolyl oligopeptidase-like enzyme PREPL. recombinant PREPL, fluorescence polarization activity-based probe. 0.68% of 320,000 active. inhibition, % at 5.96 µM; in the data active means inhibition above about 43%;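 further: 0% = enzyme with DMSO and 100% = wells lacking enzyme; many of its hits are not listed in these tables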
Target sequence (Q4J6C6 whole entry, looked up): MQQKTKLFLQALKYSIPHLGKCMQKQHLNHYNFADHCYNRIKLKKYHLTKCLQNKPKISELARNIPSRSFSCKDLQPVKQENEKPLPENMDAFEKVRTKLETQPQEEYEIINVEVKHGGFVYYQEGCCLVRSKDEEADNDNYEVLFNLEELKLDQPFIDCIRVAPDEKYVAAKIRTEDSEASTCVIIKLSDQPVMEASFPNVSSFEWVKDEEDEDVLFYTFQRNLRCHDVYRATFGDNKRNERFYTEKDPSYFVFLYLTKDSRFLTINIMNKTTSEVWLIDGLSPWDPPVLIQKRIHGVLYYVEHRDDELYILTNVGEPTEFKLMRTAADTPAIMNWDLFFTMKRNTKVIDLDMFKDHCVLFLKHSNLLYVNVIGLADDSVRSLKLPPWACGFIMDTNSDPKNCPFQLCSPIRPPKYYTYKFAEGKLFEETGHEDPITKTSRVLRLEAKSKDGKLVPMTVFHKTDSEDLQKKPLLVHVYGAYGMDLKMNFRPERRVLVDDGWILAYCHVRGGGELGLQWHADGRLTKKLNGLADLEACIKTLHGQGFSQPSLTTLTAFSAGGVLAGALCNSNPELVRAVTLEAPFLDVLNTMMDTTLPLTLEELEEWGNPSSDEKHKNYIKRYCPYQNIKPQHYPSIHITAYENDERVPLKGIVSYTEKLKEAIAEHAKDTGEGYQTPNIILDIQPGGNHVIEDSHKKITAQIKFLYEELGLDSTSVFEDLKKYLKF
LYPLA2 counter: LYPLA2 (human) inhibition in PME1 counter-screen; inhibition, % at 5.9 µM; O95372; AID 2177; 0.38% of 320,000 active; recombinant LYPLA2, FP-Rh probe fluorescence polarization;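 active means inhibition above the screen-wide mean plus 3 SD, limit set per campaign, cut at about 26% in these data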;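 further: 0% = LYPLA2 with DMSO and 100% = wells lacking LYPLA2 enzyme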
EBNA-1 inh: blocks EBNA-1 binding to DNA; EBNA-1 DNA binding, fluorescence polarization; inhibition, % at 14.8 µM; 0.34% of 300,000 active; in the data active means inhibition above about 28%
PAFAH1B2 FP inh: blocks human PAF acetylhydrolase 1b catalytic subunit 2; P68402; recombinant PAFAH1B2, FP-rhodamine activity probe, fluorescence polarization; inhibition, % at 3.39 µM; 1.2% of 340,000 active;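 active means inhibition above the mean of all tested compounds plus 3 SD, cut at about 24% in these data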;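 further: 0% = enzyme with DMSO and 100% = wells lacking PAFAH1B2; many of its hits are not listed in these tables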
PAFAH1B3 FP inh: blocks human PAF acetylhydrolase 1B catalytic subunit 3; Q15102; recombinant PAFAH1B3, FP-rhodamine probe, fluorescence polarization; inhibition, % at 3.39 µM; 0.28% of 340,000 active; AID 492972;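 active means inhibition above the screen-wide average of all tested compounds plus 3 SD, cut at about 25% in these data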;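 further: 0% = enzyme with DMSO only and 100% = wells lacking PAFAH1B3 protein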
ZTA counter: ZTA (EBV) inhibition in EBNA-1 counter-screen. P03206. ZTA-DNA binding, fluorescence polarization. inhibition, % at 11 µM. 0.15% of 320,000 active. AID 2234; in the data active means inhibition above about 33%
PAFAH2 FP inh: PAFAH2 (human) inhibition. Q99487. recombinant PAFAH2, FP-rhodamine activity probe, fluorescence polarization. inhibition, % at 3.39 µM. 0.99% of 340,000 active;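 active means inhibition above the mean over all tested compounds plus 3 SD, cut at about 30% in these data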;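 further: inhibitors block probe labeling of enzyme so polarization drops; 0% = enzyme with DMSO and 100% = wells lacking PAFAH2 protein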
LYPLA1 inh: counter-screen for PME1 inhibitors: inhibitors of human LYPLA1. recombinant LYPLA1, FP-Rh probe fluorescence polarization. 0.16% of 320,000 active. inhibition, % at 5.9 µM. O75608;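 active means inhibition above the mean of all tested compounds plus 3 SD, set per campaign, cut at about 14% in these data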;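 further: inhibitors block serine hydrolase probe labeling of LYPLA1 so polarization falls; 0% = enzyme with DMSO and 100% = wells lacking LYPLA1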
Target sequence (O75608 whole entry, looked up): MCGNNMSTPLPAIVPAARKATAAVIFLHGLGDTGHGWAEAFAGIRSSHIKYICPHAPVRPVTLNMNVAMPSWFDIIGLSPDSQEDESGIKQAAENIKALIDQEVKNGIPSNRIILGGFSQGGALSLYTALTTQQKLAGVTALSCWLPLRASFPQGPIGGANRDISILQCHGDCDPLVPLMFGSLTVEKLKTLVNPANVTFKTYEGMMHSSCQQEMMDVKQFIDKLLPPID
Starred values were filed as active, the others as inactive; nt = not tested or not shown. This is a subset. The share of hits here may be higher or lower than overall.

SMILES	pPAFAH FP inh	PREPL inh	LYPLA2 counter	EBNA-1 inh	PAFAH1B2 FP inh	PAFAH1B3 FP inh	ZTA counter	PAFAH2 FP inh	LYPLA1 inh
Nc1nnc(SCC(=O)N2CCN(c3ccccc3)CC2)s1	-5	9	-1	-7	1	5	11	5	2
CCN(CC)C(=O)c1sc2c(c1C)c(=O)n(-c1ccc(OC)cc1OC)c(=O)n2CC(=O)c1ccccc1	3	7	-3	-7	1	4	7	4	-2
COc1ccc(CCNC(=O)C(=O)NCC2OCCN2S(=O)(=O)c2ccccc2)cc1 (centres undefined)	4	7	0	3	11	8	1	-6	0
COc1ccc(C(OC(=O)c2cccs2)C(=O)NCC2CCCO2)cc1 (centres undefined)	1	-5	1	-12	3	2	-21	11	2
NS(=O)(=O)c1ccc(CCNC(=O)COC(=O)/C=C/c2ccccc2Cl)cc1	3	9	5	2	2	4	9	9	2
Cc1ccccc1CN(C)C(C)C(=O)Nc1ccccc1F (centres undefined)	1	12	-5	-7	4	3	-3	1	-1
Cc1nc2ccc(-n3ccc(=O)cc3)cc2s1	2	-4	-1	4	-1	1	22	-1	-1
Cc1ccc(NC(=O)CSCC(=O)NCCc2ccccc2)c(C)c1	1	2	2	nt	2	2	-6	4	1
Cc1ccc2nc(NC(=O)c3ccc4c(c3)OCO4)sc2c1	0	-7	4	6	-3	-11	0	-2	0
Cn1cc(CN2CCC(n3nccc3NC(=O)CCOc3ccccc3)CC2)cn1	-4	16	-11	-18	0	8	-12	0	-2
COc1ccc(NC(=O)CN(C)C(=O)c2cc3c(cc2Cl)N2CCCCCC2=NS3(=O)=O)cc1	0	1	5	-16	2	1	0	-1	-1
O=C(CC(SCCO)c1ccc2c(c1)OCO2)c1ccco1 (centres undefined)	3	0	-7	6	-1	11	-2	5	-3
O=C(N/N=C/c1ccccc1F)c1csc2c1CCCC2	2	12	-6	-2	1	6	-8	0	-3
CN(C)C(CNC(=O)c1ccc2nccnc2c1)c1ccco1 (centres undefined)	9	22	nt	nt	8	6	nt	8	nt
CCOC(=O)CNC(=O)CSc1nnc(-c2ccco2)n1N	-2	10	1	-10	7	5	11	-2	-2
CC(=O)CSc1nnc(-c2ccc(S(=O)(=O)N3CCC(C)CC3)cc2)o1	1	6	-1	5	16	1	-1	-12	-5
O=[N+]([O-])c1ccc(F)cc1Oc1nc(-c2cccnc2)nc2ccccc12	8	-3	-4	1	2	14	1	-3	-7
C=C(C)CC(NCc1ccco1)c1ccc(OC)cc1 (centres undefined)	-3	15	2	1	4	-5	4	-2	-2
Cc1ccc2c(c1)N(C(=O)CCC(=O)NCc1cccc(Cl)c1)CC(C)O2 (centres undefined)	0	3	-1	2	6	-5	3	4	1
Cc1ccccc1C(=O)N1CCC(C(=O)NC2CCCC2)CC1	2	-1	1	1	2	7	12	0	0
O=C(Nc1ccccc1F)c1ccc(S(=O)(=O)N2CCCCCC2)cc1	-1	16	5	nt	4	10	2	8	-1
O=C(NCc1ccccn1)c1cc2cc(Br)ccc2oc1=O	1	9	1	-11	-1	5	1	1	3
O=C(NCc1cccnc1)c1cc(Sc2ccccc2Cl)nc2ccccc12	8	2	3	-1	-5	1	-4	-4	-1
COc1ccc(Cc2nnc(SCC(=O)c3c(N)n(C4CC4)c(=O)[nH]c3=O)o2)cc1	-2	5	2	nt	4	9	-4	-7	3
O=C1CCCCN1CC(=O)N1CCCC(N2CCN(c3ccccc3F)CC2)C1 (centres undefined)	5	-26	5	-12	-2	11	-10	-11	0
CC1Oc2ccccc2N(Cc2ccccc2F)C1=O (centres undefined)	0	-13	3	8	nt	nt	-6	nt	-2
O=C(CN1C(=O)c2ccccc2C1=O)Nc1ccc(Cl)cn1	0	-5	2	-13	-1	-1	-1	3	1
Cc1cc(NC(=O)CN2C(=O)NC3(CCC(C)CC3)C2=O)no1 (centres undefined)	4	0	-8	9	2	-1	0	-1	-3
O=C(Nc1cccc(Cl)c1)Nc1cccc(Cl)c1	-54	-12	-154	-5	-18	-15	-5	-38	-69
COC(=O)N/N=C/c1cn(Cc2ccc(Cl)cc2Cl)c2ccccc12	22	31	13	2	4	2	-10	-4	0
O=C(NC1CC2CCCC(C1)N2C(=S)Nc1ccc(Cl)cc1)C1CC1 (centres undefined)	0	-15	-6	8	4	10	-18	-2	0
COc1ccccc1CN1CC(C(=O)NCc2cc(F)cc(C(F)(F)F)c2)CCC1=O (centres undefined)	5	0	3	-5	3	-2	-13	4	-3
Brc1ccc(-c2nn3c(-c4ccccn4)nnc3s2)o1	18	19	6	3	2	6	1	10	-1
COc1cc(NC(=O)NC2Cc3ccccc3C2)cc(OC)c1	6	11	-5	9	9	13	3	4	-6
CCOC(=O)c1ccccc1NC(=O)C1COc2ccccc2O1 (centres undefined)	1	-7	0	-2	1	-2	-9	7	-2
O=C(c1cccn2c(=O)c3cc4ccccc4cc3nc12)N1CCN(c2ccccc2)CC1	0	12	-2	8	nt	nt	-6	nt	-2
[O-][n+]1onc2c1CCC1N(O)C(c3ccccc3)CC21O (centres undefined)	2	1	4	-1	-1	12	-5	10	1
CC1CCN(CC(=O)Nc2ccccc2-c2ccccc2)CC1	2	5	0	-10	0	0	-4	0	-3
CCCCN1C(=O)C(=O)N(CC(=O)Nc2sc(CC)cc2C(=O)OCC)C1=O	33*	3	1	-7	6	3	-8	-2	1
O=C(NCc1ccc(F)cc1)N1CCc2ccccc2C1	-3	-5	-2	-5	5	9	-15	5	0
C(=C\c1ccccc1)/C=N/Nc1nc(N2CCOCC2)nc(N2CCOCC2)n1	5	6	1	5	3	-6	1	-4	0
CC1(C)C(=O)Nc2ccccc2N1C(=O)COC(=O)CNS(=O)(=O)c1ccc(F)c(F)c1F	10	30	5	nt	-3	0	-5	-1	5
O=C(NC1CCC(NC(=O)C(F)(F)C(F)F)CC1)C(F)(F)C(F)F (centres undefined)	4	7	11	12	4	-4	-7	0	-1
CN(/C=C/C(=C\C=[N+](C)c1ccccc1)OCCCS(=O)(=O)[O-])c1ccccc1	-2	3	3	9	4	5	0	11	-2
O=C1CNC(=S)N1Cc1ccc(F)cc1	3	-7	-1	-5	5	1	-4	2	-3
O=C(CSc1nc2ccccc2c(=O)[nH]1)N1CCN(c2ccccc2F)CC1	5	27	6	5	3	3	-6	-5	-1
CCOC(=O)COc1cc(Br)c(C2NC(=O)NC(C)=C2C(C)=O)cc1OCC (centres undefined)	-3	12	-2	0	4	3	-4	-4	-4
CC(C)=C1C(=O)NN(c2ccc(C)c(Cl)c2)C1=O	59*	34	-2	-7	10	0	-9	18	-6
O=C(NCc1ccccc1)C1CCN(S(=O)(=O)N2CCOCC2)CC1	1	8	10	4	7	5	-14	-9	2
CCC(C(=O)NCc1ccco1)N(C(=O)CNS(=O)(=O)c1ccccc1)c1ccc(F)cc1 (centres undefined)	4	1	1	10	4	2	3	3	-1
Cc1cc(C(=O)N/N=C/c2ccc([N+](=O)[O-])cc2)c2ccccc2n1	2	11	-8	-5	0	8	-5	3	-2
CC(=O)Nc1ccc(OC(=O)N2CCCC2)cc1	4	-3	-3	-3	1	15	4	-8	-1
Cc1c(C)c2ccc(OCC(=O)Nc3nccs3)cc2oc1=O	4	-1	0	14	2	5	14	12	1
Cn1nc(C(C)(C)C)cc1C(=O)NNC(=O)c1cccc(Cl)c1	-1	4	-9	-8	4	7	3	7	0
COCCCNC(=S)N1CCC(NC(=O)c2ccco2)CC1	-2	8	-3	7	-2	10	9	-4	0
CCOc1ccc(S(=O)(=O)NCCC(=O)NC2CCN(Cc3ccccc3)CC2)cc1	0	-3	6	-3	4	10	-1	1	1
CCOC(=O)c1c(C)oc2cc(Br)c(OC(C)C(=O)OCC)cc12 (centres undefined)	7	2	-4	-2	-1	7	-14	-2	1
COc1ccc(NC(=O)c2cc(-c3ccc(C)c(C)c3O)n[nH]2)cc1Cl	-2	2	-42	-2	-1	-1	10	-26	-33
O=C(NCC1CCCO1)c1c(O)c2cccc3c2n(c1=O)CCC3 (centres undefined)	3	-2	3	1	0	4	-3	4	3
CCCCCCn1cc(C(=O)O)c(=O)c2cc(F)c(N3CCCCC3)cc21	-3	-3	-6	11	3	-1	16	-5	0

Some values from above.
`O=C(NCc1ccccc1)C1CCN(S(=O)(=O)N2CCOCC2)CC1` in EBNA-1 inh is listed with 4
`Cc1cc(C(=O)N/N=C/c2ccc([N+](=O)[O-])cc2)c2ccccc2n1` in PAFAH2 FP inh is listed with 3

Looked up by structure from the entries so far:
SMILES	pPAFAH FP inh	PREPL inh	LYPLA2 counter	EBNA-1 inh	PAFAH1B2 FP inh	PAFAH1B3 FP inh	ZTA counter	PAFAH2 FP inh	LYPLA1 inh
O=C(NC1CCC(NC(=O)C(F)(F)C(F)F)CC1)C(F)(F)C(F)F (centres undefined)	4	7	11	12	4	-4	-7	0	-1
O=C(NCC1CCCO1)c1c(O)c2cccc3c2n(c1=O)CCC3 (centres undefined)	3	-2	3	1	0	4	-3	4	3
O=C(Nc1ccccc1F)c1ccc(S(=O)(=O)N2CCCCCC2)cc1	-1	16	5	nt	4	10	2	8	-1

Following part.
SMILES	pPAFAH FP inh	PREPL inh	LYPLA2 counter	EBNA-1 inh	PAFAH1B2 FP inh	PAFAH1B3 FP inh	ZTA counter	PAFAH2 FP inh	LYPLA1 inh
COc1cccc(C(=O)NC2C(=O)N3C(C(=O)O)=C(COC(C)=O)CSC23)c1 (centres undefined)	6	0	4	nt	6	5	-4	11	0
CCOc1ccc2ccccc2c1/C=N/n1cncn1	2	-3	4	-12	0	3	-19	2	3
O=C1c2ccccc2C(=O)N1C1CCCCC1	5	1	1	-1	3	7	6	3	1
Cc1cc(C)n(-c2nc(-c3ccccc3)cs2)n1	5	-6	4	-4	3	-2	1	2	-2
Cc1cc(C(F)(F)F)c(C#N)c(SCC(=O)NC(C)(C)C)n1	3	6	-1	-11	3	9	14	3	-1
O=C(Cn1ccc2ccccc2c1=O)NCCC(=O)N1CCN(C2CCCCC2)CC1	1	9	0	5	4	10	2	-6	-2
CCOc1nc2cnccc2n(CC(=O)Nc2c(C)cccc2CC)c1=O	4	-2	-5	5	4	2	-9	1	0
COc1ccc(C(=O)NCCN2CCN(C(=O)c3ccc(OC)c(OC)c3)CC2)cc1OC	2	1	-6	1	8	-1	1	1	2
CCCn1c(=O)c(C(=O)Nc2ccccc2C(=O)OC)c(O)c2ccccc21	3	1	-2	4	0	6	-1	-9	0
CC(=O)Nc1ccc(S(=O)(=O)N2CCN=C2c2ccccc2)cc1	-1	10	0	-8	0	-2	7	-5	3
COc1ccc(CN(C)C(C)C(=O)Nc2ccc(S(=O)(=O)N3CCCCC3)cc2)c(OC)c1 (centres undefined)	7	-3	nt	nt	8	6	nt	7	nt
COc1ccccc1Cn1c(=O)c2ccccc2n2c(Sc3ncnc4sccc34)nnc12	2	16	-2	8	6	11	-1	-7	-3
O=C(NCC1CCCO1)c1cn(-c2ccccc2)nc1-c1ccc(F)cc1 (centres undefined)	5	-7	-6	-3	5	4	4	-2	-3
CCN(CC)C(=O)c1ccccc1NS(=O)(=O)c1cccs1	0	-2	1	5	2	1	3	-8	2
Cc1ccccc1NC(=S)NC(C)C(c1ccccc1)N1CCN(C)CC1 (centres undefined)	-4	21	-5	-4	0	4	-2	1	-4
CC(=O)Nc1ccc(S(=O)(=O)N2CCN(C(=O)c3ncoc3-c3ccccc3C)CC2)cc1	3	8	3	-2	2	-2	-5	1	1
C#CCOc1ccc(/C=C2/C(=O)ON=C2C)cc1OCC	-2	5	-2	-14	5	8	2	6	-3
CC(=O)c1ccccc1NC(=O)COC(=O)CN1C(=O)C2CCCCC2C1=O (centres undefined)	-3	15	-4	nt	-1	2	-10	0	3
